# Compound activity deposited in PubChem by National Center for Advancing Translational Sciences (NCATS).
# a7 integrin act: integrin-mediated muscular dystrophy alleviation activation | AID 624291 | 350,000 compounds, 0.064% hits | alpha7betagal myoblasts, beta-gal FDG fluorescence, 48 h | Potency, µM (doses to about 38.3 µM), without a hit: at the highest dose activation, actives largely listed as activators;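 further: potency means the concentration at half of the fitted maximal effect; 100% = response of the positive control SU9516; nearly all actives have a fitted effect of over 60% in size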
#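 Alpha7betagal+/- myoblasts (passage 13) were plated 16-24 hr, then exposed to compounds (1:260 dilution of DMSO stock) for 48 hours at 37C. After MPER lysis, β-galactosidase reporter activity was read as FDG fluorescence (ex 480/em 540) after 30 minutes.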
# Mito fusion act: inhibitors of mitochondrial division or activators of mitochondrial fusion | S. cerevisiae fusion-defective mutant growth rescue, CellTiterGlo 48 h | Potency, µM (series often up to 46.1 µM), for inactives: top-dose growth rescue (activation), hits mostly activators | 320,000 compounds, 0.23% hits | AID 485298;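 further: potency means the concentration at half of the fitted maximal effect; % of control where 0% means no effect; nearly all actives have a fitted effect of over 45% in size; temperature-sensitive fusion mutants such as fzo1-1 at 37 °C on non-fermentable ethanol glycerol medium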
#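 Read-out: ATP-based luminescence (CellTiterGlo, 10 min ambient) reporting growth of fusion-defective ts yeast after 48 hours at 37C on glycerol/ethanol YPEG medium in the presence of compound.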
# TSHR antag: human thyrotropin receptor antagonism | P16473 | TSHR-expressing cells, TSH-stimulated cAMP HTRF, 2 h; hits give low values | activity change, negative = inhibition, % at 11.5 µM | 330,000 compounds, 0.2% hits | AID 504810;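 active means activity change below a set negative limit, meaning inhibition stronger than a set level, cut at about -70% in these data; inconclusive means activity change between two set negative limits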; further: on the % scale 0 is the no-effect control and ±100 the full control effect
#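 Cell-based HTRF cAMP assay; TSHR cells + compound, TSH EC80 (4nM final), 2 h, 37 deg C. Lysis with anti-cAMP cryptate and cAMP-d2, 30 min RT, read 665/620 nm.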
# Tb PFK block: T. brucei PFK enzyme inhibition; O15648; T. brucei PFK, ADP-Glo luminescence; Potency, µM (highest dose often 57.5 µM), for the others: top-dose activity, negative = inhibition, actives largely listed as inhibitors; 330,000 compounds, 0.17% hits; AID 485367;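 further: potency means the concentration at half of the fitted maximal effect; 0% = uninhibited 1x PFK enzyme wells and -100% = no-enzyme wells; nearly all actives have a fitted effect of over 60% in size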
#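 Activity is normalized to no-enzyme wells (full inhibition) and 1.25 nM enzyme wells (no inhibition). Reaction: 0.5 mM F6P, 0.1 mM ATP, 45 min RT, ADP-Glo luminescence; concentration-response curves fitted and classed by quality.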
# Eya2 inh: blocks the phosphatase activity of human Eya2; O00167; recombinant Eya2, OMFP fluorescence dephosphorylation (OMFP is methylfluorescein phosphate); Potency, µM (doses to about 76.9 µM), for the others: top-dose activity, negative = inhibition, hits mostly inhibitors; 330,000 compounds, 0.006% hits; further: potency means the concentration at half of the fitted maximal effect; on the % scale 0 is the no-effect control and ±100 the full control effect
# Target sequence (O00167 whole entry, looked up): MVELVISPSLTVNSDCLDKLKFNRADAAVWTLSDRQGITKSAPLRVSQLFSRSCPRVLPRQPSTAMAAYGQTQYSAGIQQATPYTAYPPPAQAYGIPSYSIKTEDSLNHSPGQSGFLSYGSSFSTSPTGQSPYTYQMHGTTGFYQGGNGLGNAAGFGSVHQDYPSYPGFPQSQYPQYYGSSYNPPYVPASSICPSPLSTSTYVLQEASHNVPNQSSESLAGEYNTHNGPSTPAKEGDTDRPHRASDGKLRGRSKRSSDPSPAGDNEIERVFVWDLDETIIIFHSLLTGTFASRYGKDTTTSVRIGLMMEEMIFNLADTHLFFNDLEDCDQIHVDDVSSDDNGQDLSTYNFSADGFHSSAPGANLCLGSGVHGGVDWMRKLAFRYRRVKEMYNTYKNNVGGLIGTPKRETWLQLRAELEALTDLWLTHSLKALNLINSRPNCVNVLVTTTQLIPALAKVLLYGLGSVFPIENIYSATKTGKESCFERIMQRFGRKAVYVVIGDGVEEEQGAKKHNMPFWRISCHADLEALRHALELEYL
#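 Eya2 protein (added as 0.2 uM solution) was preincubated with compound for 10 min at ambient temperature in 50 mM HEPES pH 7.5, 50 mM NaCl, 5 uM MgCl2, 0.05% BSA, 1 mM DTT. OMFP (added at 50 uM) then reacted 10 min; fluorescence read at 485/525 nm.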
# PTAP TSG101 blk: blocks PTAP/TSG101 interaction to inhibit HIV-1 budding | Q99816 | Fluorescence polarization, FITC-PTAP peptide / Tsg101 binding | Potency, µM (series often up to 115 µM), for the others: at the top dose activity change, negative = inhibition, actives largely listed as inhibitors | 340,000 tested, under 10 active | AID 493005; active means well fitted inhibition curve with a large enough effect in the main read-out, with a control signal flat, not every such curve was filed as active; inconclusive means small, poorly fitted or top-dose-only effect, or effect the other way, or a change in a side signal; inactive means no such curve, though single readings can be large or run the other way; further: potency means the concentration at half of the fitted maximal effect; % of control where 0% means no effect
# Target sequence (Q99816 whole entry, looked up): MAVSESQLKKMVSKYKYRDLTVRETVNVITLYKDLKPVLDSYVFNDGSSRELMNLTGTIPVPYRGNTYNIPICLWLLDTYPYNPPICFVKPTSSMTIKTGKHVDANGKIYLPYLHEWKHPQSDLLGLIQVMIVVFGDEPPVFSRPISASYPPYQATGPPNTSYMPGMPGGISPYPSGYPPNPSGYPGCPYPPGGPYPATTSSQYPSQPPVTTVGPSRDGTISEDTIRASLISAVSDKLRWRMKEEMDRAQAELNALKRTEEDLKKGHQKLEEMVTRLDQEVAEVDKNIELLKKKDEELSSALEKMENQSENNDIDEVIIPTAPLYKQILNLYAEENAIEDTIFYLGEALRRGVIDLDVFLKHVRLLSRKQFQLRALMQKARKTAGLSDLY
#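 Compounds were pin-transferred onto Tsg101 binding domain (10 uM final) in HEPES pH 7.5 buffer, then FITC-PTAP peptide was added at 50 nM final. After 20 min at RT, polarization reported peptide displacement across a qHTS concentration series.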
# ELG1 repair inh: blocks ELG1-dependent DNA repair in HEK293T cells; 330,000 compounds, 2.3% hits; HEK293T ELG1-luciferase reporter, luminescence, 16 h; DNA damage induced by 5-fluorouridine; Potency, µM (highest dose often 46.1 µM), for inactives: at the highest dose activity change, negative = inhibition, usual class: inhibitors; further: potency means the concentration at half of the fitted maximal effect; on the % scale 0 is the no-effect control and ±100 the full control effect; nearly all actives have a fitted effect of over 55% in size
#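 Reporter activity after DNA damage by 5-fluorouridine is monitored. Compound-treated cells incubate 16 hr at 37 °C, then ONE-Glo is added for 30 min before luminescence reading.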
# A-T KAP1 phos: candidate therapy for ataxia-telangiectasia | […] A-T fibroblasts, KAP-1 phosphorylation AlphaLISA; neocarzinostatin DNA damage 30 min before lysis | Potency, µM (series often up to 57.5 µM), for inactives: at the highest dose activation, actives largely listed as activators | 320,000 compounds, 0.19% hits; further: potency means the concentration at half of the fitted maximal effect; % of control where 0% means no effect; nearly all actives have a fitted effect of over 45% in size
#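 hTERT-immortalized A-T patient fibroblasts ([…]), 500 cells/well in OPTI-MEM, 1% FBS, got compounds for 60 min, then NCS for 30 min at 37C. Lysates were then assayed for phospho-KAP-1 by AlphaLISA (anti-pKAP1 donor, anti-KAP1 acceptor beads), 6 hr at 25C.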
# TCR activator: activators of T cell receptors; primary human leukocytes, anti-CD3, IL-2 HTRF, 48 h; AID 504894; 330,000 tested, under 10 active; Potency, µM (series often up to 9.22 µM), for inactives: at the highest dose activation of IL-2 secretion, most hits filed as activators; further: % of control where 0% means no effect
#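 HTRF read-out of IL-2 secretion: europium cryptate donor excited at 320nm, d2 acceptor emission at 665nm. Cells were primary human leukocytes incubated 48 hr with compounds and a-CD3 beads, supplying TCR signal only.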
# BCR signal inh: chronic active BCR signaling inhibition; ABC-DLBCL IkBa-CBG/CBR reporter, luminescence ratio, 4 h; Potency, µM (titrated, usually from 46.1 µM), inactives show at the top dose ratio change, negative = lower green/red ratio, actives largely listed as inhibitors; 340,000 compounds, 0.05% hits; active means well fitted inhibition curve with a large enough effect in the signal ratio, with a control signal flat, not every such curve was filed as active; inconclusive means small, poorly fitted or top-dose-only effect, or effect the other way, or a change in a side signal; the % refers to the signal ratio;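 further: potency means the concentration at half of the fitted maximal effect; plate controls were basal doxycycline-induced cells for no effect and cells given 10 µM MG132 for full effect; MG132 reads +100%, hits lower the ratio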
#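 TMD8 human ABC-DLBCL cells with doxycycline-inducible IκBα–green luciferase fusion and unfused red luciferase, in 0.5% FBS medium; compounds up to 46 uM, 4 h at 37C. Green/red luminescence ratio, filter-overlap corrected, fitted to concentration-response curves.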
# S-ASM inh: human S-ASM enzyme inhibition | 340,000 compounds, 0.006% hits | Potency, µM (doses to about 57.5 µM), inactives show at the top dose activity change, negative = inhibition, most hits filed as inhibitors | P17405 | placental ASM, HMU-PC fluorogenic substrate, 60 min; further: potency means the concentration at half of the fitted maximal effect
#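 Fluorogenic HMU-PC substrate (9 uM final) is turned over by placental ASM in 60 min at 37 C after a 10 min compound preincubation. Reaction ended by alkaline stop (pH 10), with fluorescence read at 386/447 nm.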
# Active calls of the source: *; ? = inconclusive; . = no result given; [ ] = dose if it differs, or a comment. Unless noted, the call rests on the fitted dose curve; in most records, active means well fitted curve in the direction sought with a large enough effect; inconclusive means small, poorly fitted or top-dose-only effect, or another doubt; inactive means no such curve, though single readings can be large; an effect the other way counts as inactive or inconclusive.
# Fields: a7 integrin act | Mito fusion act | TSHR antag | Tb PFK block | Eya2 inh | PTAP TSG101 blk | ELG1 repair inh | A-T KAP1 phos | TCR activator | BCR signal inh | S-ASM inh
CCc1c(C(=O)Nc2cc(C(=O)OC)ccc2C)csc1C
    10.3% | 1.5% | -6.3 | -0.3% | -2.6% | -1.2% | 1.4% | -3.2% | 7.0% | 0.0% | -1.6%
CCn1c(SCC(=O)Nc2ccc(N(C)C)cc2)nnc1-c1ccco1
    2.7% | -7.3% | -2.3 | 3.4% | -0.5% | -1.6% | 7.1% | -2.0% | 3.0% | 1.1% | 5.8%
COc1ccccc1N1CCN(c2nc3ccccn3c(=O)c2C=O)CC1
    4.9% | 1.3% | 0.8 | 4.4% | -24.0% | -0.7% | ? | 4.2% | 0.5% | ? | 1.9%
CC(=O)N1CCN(c2ccc([N+](=O)[O-])cc2C#N)CC1
    3.8% | -6.8% | -6.0 | -1.3% | -0.6% | -4.0% | -4.8% | 9.0% | 0.0% | -4.8% | -1.4%
Cc1cc(=O)oc2cc(OCC(=O)N3CC[C@@]4(O)CCCC[C@H]4C3)c(Cl)cc12
    28.2% | -3.2% | -12.1 | -0.5% | 0.6% | -4.2% | 29.8% | 5.6% | -1.3% | ? | -2.3%
CN1CCN(c2nc(-c3ccccc3)nc(-c3ccc(F)cc3)c2C#N)CC1
    6.0% | -15.1% | 6.2 | -1.1% | -5.1% | -2.8% | ? | -0.8% | . | ? | -7.3%
CCC(C)(C)NC(=O)Cc1ccccc1OC
    -6.9% | 1.0% | 2.2 | -8.1% | 0.1% | 1.3% | 9.7% | . | 1.7% | ? | -6.5%
COCCNC(=O)Nc1ccc(F)cc1
    -6.3% | 1.1% | -11.4 | -2.6% | -13.9% | 0.9% | 7.4% | 0.9% | -5.2% | 5.0% | 4.1%
O=C(NCC(F)(F)F)Nc1cccnc1
    3.9% | -1.5% | 3.7 | -1.7% | -3.0% | -0.6% | -9.3% | -2.4% | -6.7%[46.1 µM] | -0.4% | 5.4%
CC(C)CCOc1ccc(CO[C@@H]2[C@H]3OC(C)(C)O[C@H]3O[C@@H]2C(O)CO)cc1 (some centres undefined)
    -11.7% | 17.8% | 25.8 | 0.0% | 4.3% | -2.0% | -4.8% | 19.0% | 0.3% | ? | 6.6%
O=C(c1cccnc1)N1CCc2ccccc2C1
    26.9% | -0.8% | 3.3 | 1.6% | -1.0% | . | 0.2% | 0.3% | . | -0.6% | 6.2%
O=C(CSc1nc(-c2ccco2)cc(C(F)(F)F)n1)Nc1ccc(C(=O)N2CCOCC2)cc1
    -25.6% | -4.9% | -8.4 | -1.8% | -13.1% | -3.5% | ? | 0.8% | -0.1%[46.1 µM] | 0.2% | -4.9%
COc1ccc2c([N+](=O)[O-])c(N3CCCC3)[nH]c2c1
    9.9% | -0.7% | 18.9 | 0.4% | 0.6% | 0.3% | 17.8% | 3.6% | . | 0.4% | -0.8%
CCN(CC(=O)NCc1ccc(F)cc1)C(=O)/C=C/c1cccs1
    18.3% | 0.5% | -5.3 | 0.0% | 0.7% | -1.2% | -6.7% | 0.9% | -0.3% | -14.7% | 8.1%
Cc1ccc(SCc2nnc(NC(=O)c3ccccc3)s2)cc1
    44.6% | 3.9% | 24.4 | 0.9% | 7.6% | -6.5% | -16.4% | -11.1% | -19.7% | 8.7% | 6.3%
COc1ccc(NC2=NCCC(=O)N2Cc2cccs2)cc1
    5.7% | -4.5% | 9.1 | 1.2% | 10.3% | -0.2% | ? | -9.9% | 1.3% | -11.9% | 1.8%
Cc1cc(C)c(S(=O)(=O)N2CCOC2CNC(=O)C(=O)NCc2ccccn2)c(C)c1 (centres undefined)
    13.7% | 0.4% | 20.1 | -11.5% | 12.8% | 0.2% | 1.1% | 3.8% | -1.5% | -1.5% | -1.5%
Cc1[nH]nc2c1C(c1ccc(-c3ccccc3C#N)o1)C(C#N)=C(N)O2 (centres undefined)
    -14.6% | -16.2% | -2.8 | ? | 4.9% | -2.2% | -13.4% | -11.0% | 2.1% | ? | 10.1%
CCCCn1c(N)c(N(C)C(=O)C2CCCC2)c(=O)[nH]c1=O
    -10.4% | -2.1% | 3.5 | -1.0% | 8.1% | -2.7% | 0.0% | 3.1% | -8.3% | 0.8% | 2.3%
COc1cccc(OCCNC(=O)c2ccc(C)cc2)c1
    4.6% | -10.4% | -3.8 | 1.4% | 2.0% | -4.4% | ? | 2.0% | -2.5% | -3.8% | 0.5%
O=C1CC(N2CCN(C/C=C/c3ccccc3)CC2)C(=O)N1Cc1cccs1 (centres undefined)
    -8.6% | -5.0% | 4.6 | -4.6% | 1.5% | 0.2% | -1.0% | -0.6% | 3.8% | ? | -0.7%
COc1cc(S(=O)(=O)n2cnc3ccccc32)ccc1Br
    28.3% | -2.6% | -2.4 | 0.2% | 5.7% | -4.8% | -7.6% | 5.0% | 0.2% | 6.9% | 5.6%
COc1ccc(-c2cc(OC)c3c(C)oc(C)c3c(=O)c2)cc1OC
    8.3% | 13.0% | 13.3 | -6.8% | 6.8% | -3.1% | 0.0% | 17.0% | -5.7% | ? | -11.5%
COc1ccc(CNc2nccs2)cc1OC
    -17.6% | -3.8% | -18.4 | 1.5% | 4.1% | -2.0% | 0.9% | 1.1% | 1.1% | 0.6% | 4.8%
Cc1cccc(C)c1NC(=O)C1C2C=CC(C2)C1C(=O)O (centres undefined)
    22.3% | -0.8% | -0.2 | -3.4% | 8.3% | -2.1% | -4.4% | 2.9% | 5.5% | -1.6% | 0.0%
Cc1n[nH]c(=O)nc1N/N=C/c1ccc(O)c([N+](=O)[O-])c1
    13.3% | -5.1% | -2.0 | 0.0% | -1.2% | 0.0% | 24.0% | 1.9% | -3.7%[46.1 µM] | -12.5% | -0.6%
CCCCCn1c(SCc2cccc(C)c2)nc2c1c(=O)[nH]c(=O)n2C
    13.5% | 33.0% | -6.7 | 1.4% | -8.9% | 0.2% | 2.3% | 32.4% | -4.2% | 0.2% | -2.2%
Cc1ccc(C(=O)NCc2ccccn2)o1
    -12.1% | -0.5% | 4.1 | 0.4% | 3.9% | -3.4% | 11.5% | 10.5% | -1.4%[46.1 µM] | ? | 3.7%
CCOc1cc(/C=C2/C(=N)N3N=C(CC)SC3=NC2=O)ccc1OC(=O)c1ccco1
    1.6% | -3.1% | -11.1 | 3.3% | 8.9% | 0.4% | 21.7% | -0.2% | 1.4% | 5.4% | -16.2%
Cn1c(CNC(=O)c2ccc(Cl)cc2)nnc1SCC(=O)NC1CCCC1
    11.2% | -3.2% | -98.1* | 1.6% | -21.1% | -8.1% | 3.8% | -3.5% | -1.9% | -2.4% | -0.5%
O=C(c1cccs1)N1CCN(c2ccc(Cl)cc2)CC1
    -19.4% | 0.1% | -11.8 | 1.4% | -4.3% | -2.3% | ? | 16.0% | -8.8% | 0.5% | -0.7%
Cc1ccc(S(=O)(=O)N(CC(=O)Nc2ccc(C(N)=O)cc2)C(=O)N2CCN(C)CC2)cc1
    12.4% | 6.3% | -7.0 | 6.1% | -15.7% | 1.5% | 16.4% | 16.0% | -6.1% | 5.0% | 0.7%
O=C(CC(=O)c1ccccc1)Nc1ccccn1
    28.4% | 1.4% | 8.4 | -4.2% | 8.0% | -4.1% | ? | -0.6% | -5.8% | ? | -0.9%
CCCN1C(=O)C2(C(C(=O)c3ccc(C)o3)=C(O)C(=O)N2CCCN2CCOCC2)c2ccccc21 (centres undefined)
    -5.6% | -9.5% | -5.5 | 0.2% | 8.3% | -0.1% | -0.8% | -12.5% | -4.9% | 2.5% | -2.8%
